# BCR signal inh: qHTS Assay to Find Inhibitors of Chronic Active B-Cell Receptor Signaling. AID 493014, 2011. Potency, µM (highest dose often 46.1 µM), for the others: at the top dose ratio change, negative = lower green/red ratio, actives largely listed as inhibitors. 340,000 compounds, 0.05% hits. ABC-DLBCL IkBa-CBG/CBR reporter, luminescence ratio, 4 h; active = well fitted inhibition curve with a large enough effect in the signal ratio, with a control signal flat, not every such curve was filed as active; inconclusive = small, poorly fitted or top-dose-only effect, or effect the other way, or a change in a side signal; the % refers to the signal ratio;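 also: plate controls were basal doxycycline-induced cells for no effect and cells given 10 µM MG132 for full effect; MG132 reads +100%, hits lower the ratio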
#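 Doxycycline induced both beetle luciferases in TMD8 lymphoma cells; IKK-driven degradation limits the IkappaBalpha-fused green signal, while red luminescence normalises for cell number and nonspecific effects. Compounds tested up to 46 uM, 4 hrs.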
# Numbers without * were called inactive; u = inconclusive. Potency is read from the fitted curve at half-maximal effect. Not all compounds are listed; the hit share may differ from the screen's.
SMILES,BCR signal inh
COc1ccc(-c2ccc(=O)n(CC(=O)Nc3ccc(C)cc3C)n2)cc1,u
COc1ccc(C2c3cccn3CCN2S(=O)(=O)c2ccccc2[N+](=O)[O-])cc1OC (centres undefined),u
Cc1ccc(NC(=O)CSc2nc(=O)n(Cc3cccnc3)c3c2CCC3)cc1F,u
CCOc1ccc(-n2c(=O)c3c(C)c(C(=O)N(C)C)sc3n(Cc3cc(C)ccc3C)c2=O)cc1,-10%
CCC(=O)C1=C(c2ccc(C)cc2)N(C(=O)CC)n2c(nnc2C2CCCCC2)S1,-22%
CCOC(=O)c1ccc(CN(Cc2ccc(Cl)cc2Cl)S(=O)(=O)c2cccc(Cl)c2)cc1,15%
CCC(=O)Nc1cccc(-c2cn3c(C)csc3n2)c1,-27%
Cc1ccc(CNC(=O)C(=O)Nc2c3c(nn2-c2ccccc2)CSC3)cc1,0%
COc1ccc(C(=O)NCc2ccc3c(c2)CCN3C(=O)c2ccc(C)cc2)cc1,9%
COc1ccc2nc(N(Cc3cccnc3)C(=O)Cc3ccccc3)sc2c1,u
Cc1c(Cl)cccc1Nc1nn2c(=O)c3ccccc3nc2s1,u
CCCNC(=O)Cn1c(=O)cc(C)c2c(C)nn(-c3cccc(F)c3)c21,u
COC(=O)c1ccc(NC(=O)CC2C(=O)N(c3ccccc3)C(=O)N2C2CCCC2)cc1 (centres undefined),-3%
COc1cccc(NC(=O)CSC2=Nc3ccccc3C3=NC(CC(=O)NCCc4ccccc4)C(=O)N23)c1 (centres undefined),4%
COc1ccc(OC)c(Nc2ncnc3c2cnn3-c2ccc(C)cc2)c1,u
CCCn1ccc2c(OCC(=O)Nc3ccc(F)cc3F)cccc2c1=O,u
Cc1ccc(N2CC(NC(=O)c3cc4ccccc4o3)CC2=O)cc1 (centres undefined),-12%
Cc1ccc(-n2ncc3c(N4CCCCCC4)ncnc32)cc1Cl,6%
CC(=O)c1cc(-c2ccccc2)n(CC(=O)Nc2ccc(C)cc2C)c1C,2%
CCOc1cc(-c2nnc(SCC(=O)NCCCOC)nc2-c2ccc(OC)c(OCC)c2)ccc1OC,u
Cc1ccc(-n2cnc3cc(C(=O)NCc4ccccc4Cl)ccc32)c(C)c1,u
CCC(=O)N1CCc2cc(CNC(=O)c3ccccc3C)ccc21,5%
COc1cccc(CNC(=O)c2ccc3nc(-c4ccc(F)cc4)c(-c4ccc(F)cc4)nc3c2)c1,10%
O=C(Nc1c(C(=O)N2CCN(c3ccccc3)CC2)oc2ccccc12)c1ccccc1F,u
Cc1ccc(S(=O)(=O)CC(=O)Nc2nc3c(C)cc(C)cc3s2)cc1,-38%
COC(=O)c1sc2c(c1C)c(=O)n(-c1ccccc1)c(=O)n2CC(=O)Nc1cccc(C)c1,-3%
Cc1ccccc1-n1c(SCC(=O)c2ccccc2)nnc1-c1ccc(F)cc1,-1%
CCn1ccc2c(OCC(=O)Nc3ccc(C(C)=O)cc3)cccc2c1=O,-2%
CCCCn1c(SCC(=O)Nc2cccc(OC)c2)nc2ccsc2c1=O,u
CCOc1ccc(CC(=O)NC2CC(=O)N(c3cccc(F)c3)C2)cc1 (centres undefined),-21%
CN(C)c1cccc(C(=O)Nc2ccc(-c3nc4ccccc4s3)cc2)c1,-1%
COc1cc(Nc2nc(SCc3ccccc3F)nc3ccccc23)cc(OC)c1,u
CCCN1C(=O)CN(C2CCCCC2)C(=O)C1c1ccc(OC)c(OC)c1 (centres undefined),u
Cc1ccc(C)c(Oc2c(C(F)(F)F)oc3c(CN4CCN(C)CC4)c(O)ccc3c2=O)c1,11%
COc1ccc(CNC(=O)Cc2c(C(=O)O)c(C)cn2C)cc1,3%
COc1cccc(N2CC(NC(=O)c3cc4ccccc4o3)CC2=O)c1 (centres undefined),13%
CCN(c1ccccc1)S(=O)(=O)c1ccc2[nH]cc(C(=O)NC3CCCCC3)c(=O)c2c1,u
O=C(CSc1nc(=O)n(Cc2ccco2)c2c1CCC2)NCc1ccc(F)cc1,u
Cn1c(SCC(=O)N2CCOCC2)ncc(C(=O)Nc2ccc(F)cc2)c1=O,-14%
CC(=O)Nc1ccc(S(=O)(=O)NCC2CCC(C(=O)NCCc3ccc(C)cc3)CC2)cc1 (centres undefined),-7%
COc1ccc(CCNC(=O)CCN2N=C(c3ccccc3)CCC2=O)cc1OC,u
CCOC(=O)c1c(NC(=O)COc2ccc(CC)cc2)sc2c1CCCC2,u
Cc1ccc(S(=O)(=O)CC(=O)Nc2sc3c(c2C(N)=O)CCCC3)cc1,-17%
COC(=O)c1c(NC(=O)c2ccc(S(=O)(=O)N3CCCCC3)cc2)sc2c1CCN(C)C2,u
Cc1cccc(NC(=O)c2ccc(F)c(S(=O)(=O)NCc3ccc4c(c3)OCO4)c2)c1,0%
CSCCC(NS(=O)(=O)c1ccc2c(c1)oc(=O)n2C)C(=O)NCCc1ccc(C)cc1 (centres undefined),15%
CCc1nc(Oc2cccc(F)c2)c2oc3ccccc3c2n1,13%
COc1ccc(S(=O)(=O)NCC(c2ccco2)S(=O)(=O)c2cccs2)cc1C (centres undefined),0%

# 2 entries from above in another layout:
SMILES	BCR signal inh
CCCNC(=O)Cn1c(=O)cc(C)c2c(C)nn(-c3cccc(F)c3)c21	u
CCOC(=O)c1ccc(CN(Cc2ccc(Cl)cc2Cl)S(=O)(=O)c2cccc(Cl)c2)cc1	15%

# Reprinted from the results shown, 22 compounds:
SMILES,BCR signal inh
COC(=O)c1sc2c(c1C)c(=O)n(-c1ccccc1)c(=O)n2CC(=O)Nc1cccc(C)c1,-3%
Cc1ccccc1-n1c(SCC(=O)c2ccccc2)nnc1-c1ccc(F)cc1,-1%
CCn1ccc2c(OCC(=O)Nc3ccc(C(C)=O)cc3)cccc2c1=O,-2%
CCCCn1c(SCC(=O)Nc2cccc(OC)c2)nc2ccsc2c1=O,u
CCOc1ccc(CC(=O)NC2CC(=O)N(c3cccc(F)c3)C2)cc1 (centres undefined),-21%
CN(C)c1cccc(C(=O)Nc2ccc(-c3nc4ccccc4s3)cc2)c1,-1%
COc1cc(Nc2nc(SCc3ccccc3F)nc3ccccc23)cc(OC)c1,u
CCCN1C(=O)CN(C2CCCCC2)C(=O)C1c1ccc(OC)c(OC)c1 (centres undefined),u
Cc1ccc(C)c(Oc2c(C(F)(F)F)oc3c(CN4CCN(C)CC4)c(O)ccc3c2=O)c1,11%
COc1ccc(CNC(=O)Cc2c(C(=O)O)c(C)cn2C)cc1,3%
COc1cccc(N2CC(NC(=O)c3cc4ccccc4o3)CC2=O)c1 (centres undefined),13%
CCN(c1ccccc1)S(=O)(=O)c1ccc2[nH]cc(C(=O)NC3CCCCC3)c(=O)c2c1,u
O=C(CSc1nc(=O)n(Cc2ccco2)c2c1CCC2)NCc1ccc(F)cc1,u
Cn1c(SCC(=O)N2CCOCC2)ncc(C(=O)Nc2ccc(F)cc2)c1=O,-14%
CC(=O)Nc1ccc(S(=O)(=O)NCC2CCC(C(=O)NCCc3ccc(C)cc3)CC2)cc1 (centres undefined),-7%
COc1ccc(CCNC(=O)CCN2N=C(c3ccccc3)CCC2=O)cc1OC,u
CCOC(=O)c1c(NC(=O)COc2ccc(CC)cc2)sc2c1CCCC2,u
Cc1ccc(S(=O)(=O)CC(=O)Nc2sc3c(c2C(N)=O)CCCC3)cc1,-17%
COC(=O)c1c(NC(=O)c2ccc(S(=O)(=O)N3CCCCC3)cc2)sc2c1CCN(C)C2,u
Cc1cccc(NC(=O)c2ccc(F)c(S(=O)(=O)NCc3ccc4c(c3)OCO4)c2)c1,0%
CSCCC(NS(=O)(=O)c1ccc2c(c1)oc(=O)n2C)C(=O)NCCc1ccc(C)cc1 (centres undefined),15%
CCc1nc(Oc2cccc(F)c2)c2oc3ccccc3c2n1,13%

# Continued.
SMILES,BCR signal inh
CCc1cnc2c(c1SCC(=O)c1ccc(Cl)cc1)c(=O)n(C)c(=O)n2C,-9%
CC(=O)N(Cc1cccnc1)c1nc2c(C)cccc2s1,-12%
CCCCNC(=O)CCC1N=C2c3ccccc3N=C(SCC(=O)NCCc3ccc(OC)c(OC)c3)N2C1=O (centres undefined),1%
Cc1ccc2oc(=O)c(-c3nc4ccc(C)cc4[nH]3)cc2c1,9%
CCN(CCCNC(=O)CN1N=C(c2ccccc2)CCC1=O)c1ccccc1,-2%
CCCNC(=O)C1CCN(Cc2cc3ccccc3n2Cc2ccccc2)CC1,u
COc1ccc(CCNc2nc(SCc3cccc(Cl)c3)nc3ccccc23)cc1OC,-25%
CC(C)c1ccc(NC(=O)c2cc(S(=O)(=O)N(C)C3CCCCC3)ccc2F)cc1,u
COc1ccc(OC)c(NC(=O)CN2C(=O)COc3ccc(S(=O)(=O)NC4CCCC4)cc32)c1,11%
CCOc1ccc(NC(=O)CSc2nc3ccsc3c(=O)n2CC)cc1,0%
CCOc1ccc(C2C(=O)N(C3CCCCCC3)CC(=O)N2CCc2ccc(Cl)cc2)cc1OC (centres undefined),u
O=C(CSc1ccccc1)NCc1ccc2c(c1)CCN2C(=O)c1ccc(F)cc1,8%
O=C(CSc1nc(-c2ccccc2)cn1-c1ccccc1)Nc1ccccc1,u
O=C(CSc1nc(=O)[nH]c2c1CCCC2)NCc1ccccc1Cl,-1%
CCc1ccc(C2=NN(CCC(=O)NCCc3ccc(OC)c(OC)c3)C(=O)CC2)cc1,u
COc1cc(C(=O)N(Cc2cccnc2)c2nc3cc(C)c(C)cc3s2)cc(OC)c1OC,-2%
CCOc1ccc(NC(=O)/C=C\C(=O)N(c2ccc(C(C)C)cc2)C(C(=O)NCc2ccco2)c2ccc(F)cc2)cc1 (centres undefined),u
Cc1ccc(N2CC(NC(=O)C(=O)c3c[nH]c4ccccc34)CC2=O)cc1 (centres undefined),u
O=C(NCc1ccc2c(c1)CCN2C(=O)c1ccncc1)c1cccc(Cl)c1,5%
Cn1c(SCC(=O)N2CCOCC2)ncc(C(=O)Nc2ccccc2)c1=O,u
Cc1ccc(CNC(=O)c2ccc(CS(=O)(=O)Cc3ccc(C)cc3)o2)cc1,-1%
O=C(Nc1ccc(Oc2ccccc2)cc1)c1ccc(F)c(S(=O)(=O)N2CCN(c3ccccc3F)CC2)c1,8%
COc1ccc(OC)c(-n2cnc3cc(C(=O)NCCc4ccccc4)ccc32)c1,8%
Cc1cccc(Nc2ncnc3c2cnn3C)c1C,-29%
COc1ccc(OC)c(NC(=O)c2c(NCc3ccc(OC)c(OC)c3)sc3c2CCC(C)C3)c1 (centres undefined),-3%
CCCCN(c1ccccc1)S(=O)(=O)c1cc2c3c(c1)C(C)C(=O)N3CCC2 (centres undefined),24%

# High-throughput results as filed in PubChem.
